# USP2a block – inhibitors of human ubiquitin-specific protease USP2a; AID 463254; 330,000 tested, 0.01% active; USP2 core, Ub-CHOP2 coupled fluorogenic reporter, 485/531; Potency, µM (top dose mostly 38.3 µM), without a hit: at the top dose activity change, negative = inhibition, actives largely listed as inhibitors;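 also: potency is read from the fitted curve at half-maximal effect; plate controls were DMSO wells for no effect and full inhibition by NEM control for full effect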
#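 USP2 core (10nM final) preincubated 30min RT with compound in 20mM Tris-HCl pH 8.0, 2mM CaCl2, 2mM beta-mercaptoethanol, 0.05% CHAPS; 25nM Ub-CHOP2 plus 25nM reporter substrate added, fluorescence (Ex485/Em531) read after 60min.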
# PKM2 activator – increases activity of human pyruvate kinase M2; P14618; purified PKM2, Kinase-Glo ATP luminescence, activation; response scale: 0% is enzyme alone, no compound; AID 1631; 260,000 tested, 0.34% active; Potency, µM (titrated, usually from 57.5 µM), for the others: top-dose activation, usual class: activators; also: potency is read from the fitted curve at half-maximal effect; nearly all actives have a fitted effect of over 55% in size
# Target sequence (P14618 whole entry, looked up): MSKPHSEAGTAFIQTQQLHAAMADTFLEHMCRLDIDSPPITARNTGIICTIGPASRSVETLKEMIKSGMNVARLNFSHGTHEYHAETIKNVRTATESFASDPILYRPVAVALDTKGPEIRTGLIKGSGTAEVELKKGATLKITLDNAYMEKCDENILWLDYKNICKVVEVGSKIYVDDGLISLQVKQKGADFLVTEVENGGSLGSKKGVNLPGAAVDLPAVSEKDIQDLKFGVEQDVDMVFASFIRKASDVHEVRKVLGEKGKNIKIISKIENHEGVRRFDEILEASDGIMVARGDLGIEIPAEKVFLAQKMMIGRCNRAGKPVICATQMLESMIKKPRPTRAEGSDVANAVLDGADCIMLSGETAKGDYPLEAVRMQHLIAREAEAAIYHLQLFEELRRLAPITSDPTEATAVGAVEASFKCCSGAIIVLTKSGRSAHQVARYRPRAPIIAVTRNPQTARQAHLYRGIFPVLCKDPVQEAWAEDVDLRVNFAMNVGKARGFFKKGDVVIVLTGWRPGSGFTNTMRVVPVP
#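 Purified hPK-M2 (>95%) run at intermediate activity with 0.1 mM ADP and 0.5 mM PEP in 50 mM imidazole pH 7.2, KCl, MgCl2; 1 h room temperature. ATP formed read by Kinase-Glo luminescence; normalized to uninhibited and no-enzyme controls.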
# Chronic BCR inh – inhibitors of chronic active B-cell receptor signaling; ABC-DLBCL IkBa-CBG/CBR reporter, luminescence ratio, 4 h; Potency, µM (doses to about 46.1 µM), without a hit: at the highest dose ratio change, negative = lower green/red ratio, usual class: inhibitors; 340,000 tested, 0.05% active; active = well fitted inhibition curve with a large enough effect in the signal ratio, with a control signal flat, not every such curve was filed as active; inconclusive = small, poorly fitted or top-dose-only effect, or effect the other way, or a change in a side signal; the % refers to the signal ratio;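 also: potency is read from the fitted curve at half-maximal effect; plate controls were basal doxycycline-induced cells for no effect and cells given 10 µM MG132 for full effect; MG132 reads +100%, hits lower the ratio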
#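 Concentration-response series (up to 46 uM) were applied to TMD8 dual-reporter cells for 4 h at 37C with doxycycline. Green/red ratio, after filter-overlap correction, defined %Activity; red signal alone was normalised to basal cells and zero luminescence.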
# Giardia killer – kills Giardia lamblia; 340,000 tested, 0.15% active; activity change, % at 7.66 µM, hits read low; Giardia lamblia trophozoite viability; in the data active = activity change below about -80%; inconclusive = between about -30% and that limit;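 also: parasites exposed to compound for two days anaerobically before the ATP read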
#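 ATP-content bioluminescence gauges trophozoite survival. Cells (100/well) receive compound and incubate anaerobically for 48 hrs at 37 deg C; detection reagent follows for 15-30 min at room temperature.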
# Eya2 phos inh – inhibitors of human Eya2 phosphatase activity. recombinant Eya2, OMFP fluorescence dephosphorylation (OMFP is methylfluorescein phosphate). 330,000 tested, 0.006% active. AID 488837. Potency, µM (highest dose often 76.9 µM), for the others: at the top dose activity, negative = inhibition, hits mostly inhibitors; also: potency is read from the fitted curve at half-maximal effect
#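 Eya2 protein (added as 0.2 uM solution) was preincubated with compound for 10 min at ambient temperature in 50 mM HEPES pH 7.5, 50 mM NaCl, 5 uM MgCl2, 0.05% BSA, 1 mM DTT. OMFP (added at 50 uM) then reacted 10 min; fluorescence read at 485/525 nm.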
# KCNH2 WT inh – blocks the wildtype human KCNH2 potassium channel; U2OS, BacMam KCNH2, thallium flux FluxOr; active compounds read low; activity change, % at 1.84 µM; 340,000 tested, 0.37% active; AID 720551;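 active = maximum activity change below -70%; inconclusive = maximum activity change between -70% and -50%; inactive = maximum activity change above -50%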
#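 U2OS cells transduced with wild-type KCNH2 virus are loaded with FluxOr dye for 45 min, and thallium flux is measured in kinetic reads before and after stimulation buffer. Rate constants are normalized to DMSO controls.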
# KCNH2 3.1 inh – inhibitors of human KCNH2 3.1 potassium channel isoform | activity change, % (tested at about 1.8 µM) | 340,000 tested, 0.95% active | U2OS KCNH2 3.1, thallium flux FluxOr; active compounds read low | AID 720553;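 active = maximum activity change below -70%; inconclusive = maximum activity change from -70% to -50%; inactive = maximum activity change above -50%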;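 also: thallium influx rate constant from kinetic fluorescence after stimulation buffer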
#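 Measured as rate of thallium-driven FluxOr signal in transduced U2OS cells carrying the 3.1 channel, read kinetically for 2 min upon stimulation; values are rate constants scaled to DMSO control wells.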
# GALK inh – galactokinase (human) inhibition. Purified GALK, Kinase-Glo residual ATP luminescence. Potency, µM (top dose mostly 57.5 µM), for inactives: top-dose activity change, negative = inhibition, most hits filed as inhibitors. 270,000 tested, 0.007% active; also: potency is read from the fitted curve at half-maximal effect
#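 Human GALK (5 nM) with 35 uM ATP and 100 uM galactose in 20 mM HEPES pH 8.0, 5 mM MgCl2, 60 mM NaCl, 1 mM DTT, 0.01% BSA. After 1 h at room temperature, leftover ATP was read by Kinase-Glo Plus luminescence.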
# uPA surface inh – cell surface uPA generation inhibition | cell surface uPA generation assay, qHTS | Potency, µM (doses to about 38.3 µM), for the others: at the top dose activity change, negative = inhibition, most hits filed as inhibitors | 330,000 tested, 0.31% active | AID 540303; active = well fitted inhibition curve with a large enough effect; inconclusive = small, poorly fitted or top-dose-only effect; inactive = no such curve, though single readings can be large or run the other way; tested in mouse RAW 264.7 cells; also: potency is read from the fitted curve at half-maximal effect; nearly all actives have a fitted effect of over 55% in size
# B2AR arrestin – beta2AR (human) beta-arrestin recruitment activity | 330,000 tested, 0.02% active | AID 492947 | beta-arrestin recruitment to beta2AR, cell-based reporter | Potency, µM (highest dose often 46.1 µM), inactives show at the highest dose activation, usual class: activators;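 also: potency is read from the fitted curve at half-maximal effect; 0% = DMSO controls and full agonism = EC100 isoproterenol or metaproterenol; nearly all actives have a fitted effect of over 65% in size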
# Target sequence (P07550 whole entry, looked up): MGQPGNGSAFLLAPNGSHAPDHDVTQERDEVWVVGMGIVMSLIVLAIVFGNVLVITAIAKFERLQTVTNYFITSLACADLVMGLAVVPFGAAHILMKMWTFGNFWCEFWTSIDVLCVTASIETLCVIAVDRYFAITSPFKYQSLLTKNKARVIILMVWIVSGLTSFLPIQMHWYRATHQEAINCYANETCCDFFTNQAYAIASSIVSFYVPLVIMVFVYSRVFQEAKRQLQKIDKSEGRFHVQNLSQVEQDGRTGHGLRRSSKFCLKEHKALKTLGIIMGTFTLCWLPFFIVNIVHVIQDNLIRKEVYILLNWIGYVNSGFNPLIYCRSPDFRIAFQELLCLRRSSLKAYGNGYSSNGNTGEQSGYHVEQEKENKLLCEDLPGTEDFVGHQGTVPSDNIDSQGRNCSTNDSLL
# Coupling enz – inhibits coupling enzyme system, counter-screen for aldolase hits | activity change, negative = inhibition, % at 58.2 µM, hits read low | coupling enzyme system counterscreen, AmpLite Red fluorescence | 290,000 tested, 0.67% active; in the data active = activity change below about -30%
#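 Activity here indicates interference with the coupling reaction, not aldolase inhibition. Compounds at 57.5 uM final met coupling enzymes for 10 min at RT; substrate and AmpLite Red detection followed, with a 525/598 nm fluorescence read after 20 min.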
# * = called active by the depositor; ? = inconclusive; · = no result given; [ ] = another dose, or the depositor's remark. Unless noted, calls follow the shape of the dose curve; as a rule, active = well fitted curve in the direction sought with a large enough effect; inconclusive = small, poorly fitted or top-dose-only effect, or another doubt; inactive = no such curve, though single readings can be large; an effect the other way counts as inactive or inconclusive. Unless noted, % is scaled to controls: 0 for no effect and ±100 for the full control effect.
SMILES,USP2a block,PKM2 activator,Chronic BCR inh,Giardia killer,Eya2 phos inh,KCNH2 WT inh,KCNH2 3.1 inh,GALK inh,uPA surface inh,B2AR arrestin,Coupling enz
CCCNC(=S)N(Cc1cc2cc(C)ccc2n2nnnc12)CC(C)(C)CN(C)C,1%,4%,-2%,10,3%,10,6,-5%,2%,0.1%,2
Fc1ccc(CN2CCN(c3ncnc4scc(-c5ccccc5)c34)CC2)cc1,-11%,·,?,-9,-12%,2,?,5%,-25%,-0.2%,-7
COc1ccc(OC)c(C(=O)c2oc3ccccc3c2NC(C)=O)c1,-3%,-5%,-1%,27,-3%,6,-10,7%,-10%,0.0%,0
CCN(CC)C(=O)[C@H]1C[C@H](CC(=O)NC(C)(C)C)C(=O)N2CCc3c([nH]c4cc(-c5ccco5)ccc34)[C@]12C,3%,·,-1%,-17,1%,-3,8,·,22%,-0.2%,·
CC(=O)CSc1nnc2c3ccccc3nc(C(C)(C)C)n12,0%,14%,-1%,3,3%,-8,11,-3%,-14%,0.1%,-13
CCOC(=O)C1=C(CC)Nc2ccccc2N/C1=N\S(=O)(=O)c1ccccc1F,0%,·,-7%,25,7%,4,-16,·,11%,0.4%,·
COC(=O)CC1COc2ccccc2N1C(=O)/C=C/c1ccccc1 (configuration not stated),5%,·,-11%,48[activator],-2%,-7,2,3%,2%,-0.1%,2
Cc1ccc(NC(=O)COC(=O)/C=C/c2c(C)nn(-c3ccc(F)cc3)c2Cl)cc1F,1%,-4%,4%,-1,2%,-2,-6,-4%,0%,-0.4%,-1
O=C(CNc1ccccc1N1CCCC1=O)Nc1cc(Cl)ccc1-n1cncn1,-2%,·,-8%,-29,-21%,-3,-13,·,1%,-0.3%,·
CC1(C)CC(C(=O)Nc2nccs2)CCO1 (configuration not stated),0%,-3%,1%,-23,9%,-9,7,-1%,1%,-0.2%,1
CCCCn1c(N)c(N(CC)C(=O)c2ccc(Cl)c(Cl)c2)c(=O)[nH]c1=O,2%,-1%,-16%,7,-4%,0,7,-1%,1%,0.1%,0
Cc1ccc(S(=O)(=O)N2CCC[C@H]2C(=O)OCC(=O)Nc2ccc3c(c2)OCO3)cc1,-3%,·,-3%,-18,-13%,14,-30,·,-5%,-0.9%,·
CC(=O)N1CCc2cc(S(=O)(=O)CCC(=O)NCCc3ccc(Cl)cc3)ccc21,0%,·,9%,-14,-4%,-5,-38,-4%,16%,-1.5%,5
CCOCCCNC(=O)C1CCN(S(=O)(=O)N2CC(C)CC(C)C2)CC1 (configuration not stated),-1%,-3%,-14%,-9,-3%,-6,7,2%,-7%,0.4%,1
Nn1c(Cc2cccc3ccccc23)nnc1SCc1ccccc1,3%,0%,-1%,-21,-4%,-7,-15,1%,17%,0.1%,6
Cc1ccc(S(=O)(=O)N2CCN(S(=O)(=O)N(C)C)CC2)c(C)c1,-1%,25%,-11%,-8,-23%,-10,-8,-2%,2%,0.1%,7
CC(C)CCNC(=O)c1ccc(CSCc2cccc(F)c2)o1,-1%,-5%,?,9,3%,7,-4,0%,8%,-0.6%,7
O=S(=O)(Oc1ccccc1N1CCCCC1)c1ccccc1,1%,-2%,20%,37[activator],14%,3,-7,·,7%,-0.1%,-11
COc1cccc(C(=O)OCC(=O)Nc2ccc3c(c2)OCCO3)c1,4%,·,0%,-20,-20%,-10,2,·,-3%,-1.1%,·
C/C(=N\NC(=O)c1nn(C)c(C)c1Br)c1ccc(NC(=O)c2ccoc2C)cc1,0%,3%,?,8,3%,-6,-8,0%,2%,-0.3%,-3
COc1ccc(OCc2cc(C(=O)N(C)Cc3cc(C)no3)no2)c(Cl)c1,-1%,·,-7%,-9,8%,12,-13,-2%,-9%,-0.7%,-1
CCN1C(=O)/C(=C2/C=CC=CN2C)SC1=S,-3%,3%,16%,17,-6%,5,14,-3%,-1%,-0.3%,-1
COc1ccc(Br)cc1/C=C(\C(=O)O)c1ccc(S(=O)(=O)N2CCCC2)s1,-2%,·,?,-6,6%,-2,6,·,-4%,-0.5%,·
Cc1ccc(C(=O)N2CCC3(CC2)NCCc2[nH]cnc23)cc1,-1%,·,0%,-11,-12%,-6,-13,3%,-10%,0.2%,·
O=C(CSc1n[nH]c(-c2cccs2)n1)N1CCN(S(=O)(=O)c2ccccc2)CC1,2%,25µM*,?,-13,2%,-11,-15,-5%,1%,0.0%,-1
SMILES,USP2a block,PKM2 activator,Chronic BCR inh,Giardia killer,Eya2 phos inh,KCNH2 WT inh,KCNH2 3.1 inh,GALK inh,uPA surface inh,B2AR arrestin,Coupling enz
Cn1nc(NC(=O)CC(C)(C)CC(=O)O)c2ccccc21,-1%,-3%,0%,0,-2%,-7,1,·,-9%,-1.3%,2
Cc1cc(C(=O)CN2CCN(CC(=O)Nc3ccc(F)cc3)CC2)c(C)n1C1CC1,2%,·,?,6,11%,4,-9,·,3%,-3.4%,·
CCOC(=O)C1CCCCN1Cc1ccccc1C(F)(F)F (configuration not stated),-6%,0%,-1%,3,3%,-2,23,1%,5%,-1.0%,0
O=[N+]([O-])c1cccc(N(CC2CO2)S(=O)(=O)c2ccccc2)c1 (configuration not stated),-1%,1%,-6%,-14,2%,-8,5,-4%,-2%,0.3%,1
O=C(COc1cc(Cl)c(Cl)cc1Cl)NCCN1CCOCC1,0%,20%,9%,4,12%,-3,-7,2%,-11%,0.3%,0
Cc1cccc(C)c1Nc1nnc(SC(C)C(=O)Nc2c(C)n(C)n(-c3ccccc3)c2=O)s1 (configuration not stated),2%,-5%,1%,12,7%,1,20,2%,2%,-0.4%,-1
COc1ccc(OC)c(NC(=O)CN(C)S(=O)(=O)c2ccc3nc(C)sc3c2)c1,3%,1%,?,-26,2%,-4,1,·,1%,-2.7%,2
CC(C)NC(=O)C1=NN(c2ccccc2)C(=O)CC1,1%,·,-1%,14,4%,3,-1,·,3%,0.1%,2
COc1ccccc1NC(=O)c1cc(N2C(=O)C3C4CCC(C4)C3C2=O)ccc1Cl (configuration not stated),3%,·,?,4,-4%,6,0,9%,0%,-0.3%,0
COC(=O)c1[nH]c(=O)c2ccccc2c1OCc1ccccc1,?,-1%,2%,7,-3%,1,3,-1%,-2%,-0.1%,-1
O=C(Cn1ncc2c([nH]c3ccccc32)c1=O)NCCc1ccccc1,1%,·,-5%,18,0%,1,-5,0%,-1%,0.3%,-1
CC(C)C(OC(=O)c1cccs1)C(=O)NCc1ccc(F)cc1 (configuration not stated),-1%,0%,15%,23,-9%,1,8,16%,-4%,0.0%,2
O=C(N/N=C/c1ccc[nH]1)c1cccc([N+](=O)[O-])c1,2%,-4%,?,3,-8%,9,-11,-2%,-5%,-0.8%,-7
CC(=O)c1ccc(O)c(CSC2=NCCS2)c1,0%,9%,-4%,2,-1%,2,16,0%,0%,-0.1%,3
NC(=O)c1ccccc1[N+](=O)[O-],2%,·,0%,?,12%,4,-5,·,2%,0.3%,·
Cc1cccc(-n2c(SCN3C(=O)c4ccccc4C3=O)nc3ccccc3c2=O)c1,1%,12%,3%,·,-6%,·,·,2%,·,-0.6%,-1
Cc1ccccc1NC(=O)CSc1nnc2ccc(-c3cccnc3)nn12,1%,·,-1%,6,-12%,-2,-27,·,1%,-0.2%,·
O=C1CC(N(O)c2ccccc2)C(=O)N1c1ccc(Cl)c(Cl)c1 (configuration not stated),-1%,-1%,?,33[activator],-1%,3,10,·,?,0.2%,0
CCC(C)[C@H](NC(=O)c1cn(CC)c2cc3c(cc2c1=O)OCO3)C(=O)NCCCn1ccnc1 (some centres not stated),-1%,·,0%,-2,10%,14,2,-7%,7%,0.0%,0
COc1cc(C)nc(N2CCC(C(=O)NCC3CCCO3)CC2)n1 (configuration not stated),0%,·,0%,-9,-10%,0,13,·,-1%,-0.1%,·
COc1ccc2c(-c3ccccc3)cc(=S)[nH]c2c1,-3%,·,-3%,-4,15%,2,6,5%,3%,0.4%,4
CCC(C)(C)n1nnnc1C(c1ccccn1)N1CCCCC1 (configuration not stated),2%,-13%,3%,4,-2%,21,20,2%,4%,-0.7%,4
Cc1ccc(OCC(=O)NC2=NCCS2)cc1,1%,-10%,-5%,18,-1%,-9,-1,-1%,-5%,-0.6%,0
CC(NC(=O)CCc1nnc(-c2ccccc2)o1)c1ccccc1 (configuration not stated),1%,25%,3%,-8,-4%,-5,-2,0%,9%,-0.2%,6
CCOC(=O)CC1C(=O)NCCN1S(=O)(=O)c1ccc(Cl)c(Cl)c1 (configuration not stated),0%,-1%,-16%,17,-10%,-1,-35,2%,-2%,0.1%,3
CC(C)(C)c1cc(N2CCOCC2)n2ncc(-c3ccc(Cl)cc3)c2n1,-1%,·,-1%,4,-4%,1,-11,-4%,-1%,0.4%,-1

# Bioassay records from PubChem BioAssay.

# Compounds were not picked by outcome; about 2.4% have a hit in one of these screens.
